OX1R antag: antagonists of human orexin 1 receptor. inhibition, % at 5 µM. O43613. CHO/OX1R cells, Fluo-8 calcium fluorescence, orexin A. hit rate 0.43% among 330,000;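 active means inhibition above its plate's threshold, mean inhibition of all tested compounds on the plate plus 3 SD, cut at about 37% in these data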;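 further: 0% = orexin A challenge wells and 100% = SB-334867-A antagonist wells; not every result past the cut was called active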
Target sequence (O43613 whole entry, looked up): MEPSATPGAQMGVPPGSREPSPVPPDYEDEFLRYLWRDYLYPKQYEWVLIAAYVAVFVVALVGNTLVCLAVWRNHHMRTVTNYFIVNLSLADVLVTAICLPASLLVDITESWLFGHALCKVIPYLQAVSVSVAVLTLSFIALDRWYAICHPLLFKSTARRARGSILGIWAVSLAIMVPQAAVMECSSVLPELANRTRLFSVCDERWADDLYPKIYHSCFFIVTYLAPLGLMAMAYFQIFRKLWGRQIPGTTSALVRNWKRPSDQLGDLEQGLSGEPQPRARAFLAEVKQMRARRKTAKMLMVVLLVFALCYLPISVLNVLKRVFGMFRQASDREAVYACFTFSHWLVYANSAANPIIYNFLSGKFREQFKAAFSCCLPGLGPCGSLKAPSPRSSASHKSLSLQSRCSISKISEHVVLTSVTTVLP
CHT allo act: human CHT allosteric activation; Q9GZV3; CHT-expressing cells, membrane potential dye, choline EC20; active compounds read high; LV-AA mutant CHT in HEK293 cells; B-score at 10 µM; hit rate 0.49% among 310,000; AID 488977;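 active means initial fluorescence not abnormally high and integrated response B-score, plate-corrected, over 3 SD above library mean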
Target sequence (Q9GZV3 whole entry, looked up): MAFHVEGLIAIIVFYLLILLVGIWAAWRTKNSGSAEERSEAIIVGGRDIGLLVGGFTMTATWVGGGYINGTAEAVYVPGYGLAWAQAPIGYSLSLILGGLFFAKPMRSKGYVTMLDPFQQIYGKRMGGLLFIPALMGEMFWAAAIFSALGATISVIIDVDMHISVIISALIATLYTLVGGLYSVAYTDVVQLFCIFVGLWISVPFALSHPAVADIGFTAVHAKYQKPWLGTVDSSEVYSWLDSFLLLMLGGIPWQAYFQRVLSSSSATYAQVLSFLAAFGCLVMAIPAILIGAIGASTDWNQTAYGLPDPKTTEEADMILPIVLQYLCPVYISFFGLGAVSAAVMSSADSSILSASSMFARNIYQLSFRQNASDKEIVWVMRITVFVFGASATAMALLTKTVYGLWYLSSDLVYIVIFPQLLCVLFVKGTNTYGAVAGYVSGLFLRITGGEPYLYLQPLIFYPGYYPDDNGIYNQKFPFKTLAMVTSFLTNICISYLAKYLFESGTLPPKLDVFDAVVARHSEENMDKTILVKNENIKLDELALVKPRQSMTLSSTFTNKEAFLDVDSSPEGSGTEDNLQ
Starred values were filed as active, the others as inactive; i = inactive; . = not tested or not shown.

mol | CHT allo act | OX1R antag
NS(=O)(=O)c1ccc(CCNC(=O)c2ccc([N+](=O)[O-])s2)cc1 | i | 0
O=C(/C=C/c1ccc(OCCCF)cc1)N1CCN(Cc2ccccc2)CC1 | i | -29
Cc1cccc(C(=O)NCCC(=O)N2CCc3ccccc3C2)c1 | . | -4
COC(=O)c1cc(S(=O)(=O)NC2CCCCC2)cn1C | i | -3
Cc1ccc(NS(=O)(=O)c2ccc(C(=O)NNC(=O)c3ccccc3O)cc2)cc1 | i | -10
N#Cc1c(N2CCN(C(=O)c3ccccc3)CC2)nc(-c2ccccc2)c2c1CCCC2 | i | -41
Cc1ccccc1-n1nnnc1-c1ccccc1 | i | -2
O=C1c2ccccc2C(=O)c2c1ccc(C(=O)N1CCCCC1)c2NCCO | i | -11
CN(c1ccccc1)S(=O)(=O)c1cccc(NC(=O)CSc2n[nH]c(N)n2)c1 | i | -11
CCOC(=O)c1c(C)[nH]c(C)c1C(=O)CSc1nc(N)cc(N)n1 | i | -10
CC1=NN(C(=O)c2ccc(Cn3cc([N+](=O)[O-])cn3)cc2)C(O)(C(F)(F)F)C1 (configuration not stated) | i | 0
CN1C(=O)c2ccc(C(=O)NCc3ccccc3)cc2C1=O | i | -2

Brought forward from above: 7 compounds, then new ones.
mol | CHT allo act | OX1R antag
N#Cc1c(N2CCN(C(=O)c3ccccc3)CC2)nc(-c2ccccc2)c2c1CCCC2 | i | -41
Cc1ccccc1-n1nnnc1-c1ccccc1 | i | -2
O=C1c2ccccc2C(=O)c2c1ccc(C(=O)N1CCCCC1)c2NCCO | i | -11
CN(c1ccccc1)S(=O)(=O)c1cccc(NC(=O)CSc2n[nH]c(N)n2)c1 | i | -11
CCOC(=O)c1c(C)[nH]c(C)c1C(=O)CSc1nc(N)cc(N)n1 | i | -10
CC1=NN(C(=O)c2ccc(Cn3cc([N+](=O)[O-])cn3)cc2)C(O)(C(F)(F)F)C1 (configuration not stated) | i | 0
CN1C(=O)c2ccc(C(=O)NCc3ccccc3)cc2C1=O | i | -2
Cc1ccc(C(=O)OCC(=O)NC(=O)c2ccccc2)o1 | i | 3
Cc1ccc(NC(=O)C2CC2c2ccccc2)cc1 (configuration not stated) | i | -33
Cc1ccccc1NCc1ccccc1O | i | -20
c1ccc(-n2ncc(-c3nn[nH]n3)n2)cc1 | i | -18
COc1ccc(C(=O)CSc2nnc(CNC(=O)c3ccc(S(=O)(=O)N(C)C)cc3)o2)cc1 | i | -3
Cc1ccc(CN(C(=O)Cc2cccs2)C(C(=O)NC2CCCC2)c2ccncc2)cc1 (configuration not stated) | i | -36
CCOC(=O)Cc1csc(N/C(=N/S(=O)(=O)c2cc(Br)ccc2OCC)c2ccccc2)n1 | i | -21
O=c1[nH]c(=O)n(Cc2ccco2)c2c1C(C(F)(F)F)(C(F)(F)F)N=C(C1CCCCC1)N2 | i | -4
COc1ccc(OC(=O)c2ccc(OC)c(S(=O)(=O)N3CCOCC3)c2)cc1 | i | .
Cc1cccc(N(CC(=O)NCc2ccco2)C(=O)CCC(=O)Nc2nccs2)c1 | i | -14
COc1ccccc1CNc1ncnc2sccc12 | i | -4
NC(=O)CSc1nnc(COc2cccc3ccccc23)o1 | i | -17

The list continues.
mol | CHT allo act | OX1R antag
ONC=Nc1cccc2nonc12 | i | -16
CN1CCc2c(sc3c2c(=O)n(-c2ccccc2)c2n[nH]c(=S)n32)C1 | i | -16
COc1ccc(S(=O)(=O)N2CCN(C(=S)Nc3ccc(S(N)(=O)=O)cc3)CC2)cc1 | i | -12
Cc1cccc(N2CCN(C(=S)Nc3ccc4nc(N5CCN(C)CC5)cc(C)c4c3)CC2C)c1 (configuration not stated) | i | -10
Cc1ccccc1CNC(=O)c1ccccc1C | i | 4
COC(=O)c1ccc(-n2cc(-c3ccc(OC)cc3)[nH]c2=S)cc1 | i | -14
COc1ccc(N(C)S(=O)(=O)c2cccc(C(=O)N3CCN(S(=O)(=O)c4ccc(C)cc4)CC3)c2)cc1 | i | -12
C/C(=N\N(C)C)c1ccc(OCCOc2ccc([N+](=O)[O-])cc2)cc1 | i | -14
COc1cc(OC)cc(N(C(=O)c2snc(C(N)=O)c2N)C(C(=O)NCC2CCCO2)c2ccc(C)o2)c1 (configuration not stated) | i | -22
CCOc1ccc(/C=C(\C#N)C(=O)NCC2CCCO2)cc1OCC (configuration not stated) | i | -14
CC(C)(C)C(=O)/C=C1\NC(=O)CS1 | i | 6
CCOC(=O)c1c(NC(=O)COc2cccc3c2CCN(C)C3=O)sc2c1CCC2 | i | 19

Remaining list, next part:
mol | CHT allo act | OX1R antag
CO/N=C/c1c(-c2ccc(Cl)cc2)nc2cc(C)ccn12 | i | -55
Fc1ccc(CSc2nnc(-c3ccccn3)o2)cc1 | i | .
Cc1ccc2nc(Nc3ccccc3O)nc(-c3ccccc3)c2c1 | i | -11
O=C(/C=C(/c1ccc(Cl)cc1)n1cncn1)c1ccccc1 | i | -14
CC(C)c1nnc(NC(=O)c2ccc3ccccc3c2)s1 | i | -6
Cc1ccc(S(=O)(=O)Nc2ccc(NC(=O)CN3CCCCC3)cc2)cc1 | i | 1
CC1CCCCN1CCCNC(=O)C1CCCN(c2ncnc3c2nc2n3CCCCC2)C1 (configuration not stated) | i | -19
CCOC(=O)C1C(=O)NC(c2ccccc2)=NC1c1ccc(OC)cc1 (configuration not stated) | i | -19
CC1=Nc2ccccc2/C1=C/c1nc(-c2ccc(C)s2)oc1O | i | 68*
CC(=O)Nc1ccc(NC(=O)CSc2ncnc3sc(C)c(C)c23)cc1 | i | -24
Cc1cc2nc(C(F)(F)F)cc(-c3cccs3)n2n1 | i | -19
CC1(C)Cc2c(sc3ncnc(N)c23)CO1 | i | -13

Going on with the list.
mol | CHT allo act | OX1R antag
O=C(CSC1=NS(=O)(=O)c2ccccc2N1)Nc1ccccc1F | i | -1
CCn1c(=O)cc(OCC(=O)NC2CC2)c2ccccc21 | i | -15
COc1ccc(OCC(=O)OCC(=O)NCC2CCCCC2)cc1 | . | -20
CCc1ccc(S(=O)(=O)c2ccc(-n3nc(C)cc3N)cc2)cc1 | i | -26
CN1CCN(C(=O)C23CCC(C)(C(=O)C2Br)C3(C)C)CC1 (configuration not stated) | i | -12
NS(=O)(=O)c1ccc(NC(=O)COC(=O)CCCN2C(=O)c3cccc4cccc(c34)C2=O)cc1 | . | -13
COc1cc(NC(=O)CSCC(=O)Nc2cc(OC)cc(OC)c2)cc(OC)c1 | i | 1
C/C(N)=C(/C#N)C(=O)CSc1nc(-c2ccccc2)c(-c2ccccc2)o1 | i | -32
O=C(O)c1cc(-n2cccc2)ccc1N1CCOCC1 | i | -6
O=C(O)CSCC(=O)N1CCCN(c2nccc(C(F)(F)F)n2)CC1 | i | 1
CCN(CC)c1ccc(C(=O)NC(=S)Nc2cc(S(=O)(=O)N3CCOCC3)ccc2-n2cncn2)cc1 | i | -3
Cc1cccnc1NC1(C(F)(F)F)N=C(c2ccccc2)NC1=O (configuration not stated) | i | -28

One compound at a time (already shown). Order of screens: CHT allo act | OX1R antag
`CCN(CC)c1ccc(C(=O)NC(=S)Nc2cc(S(=O)(=O)N3CCOCC3)ccc2-n2cncn2)cc1` across the screens: i | -3
`O=C(CSC1=NS(=O)(=O)c2ccccc2N1)Nc1ccccc1F` across the screens: i | -1
`Cc1cccnc1NC1(C(F)(F)F)N=C(c2ccccc2)NC1=O` (configuration not stated) across the screens: i | -28

Continuation.
mol | CHT allo act | OX1R antag
Nc1nonc1C(=O)OCC(=O)N1CCCCC1 | i | -7
CC(C)(C)NS(=O)(=O)c1cnc(Cl)c(Cl)c1 | i | -3
CC1(C)CC(NS(=O)(=O)c2ccc3ccccc3c2)CC(C)(C)N1 | i | -9
O=C(NCCCN1CCCC1=O)c1cncc(Br)c1 | i | -7
COc1ccc(OCC(=O)OC2CCCN(C)C2)cc1 (configuration not stated) | i | -5
O=C(Nc1ccc(N2C(=O)c3cccc4cccc(c34)C2=O)cc1)c1ccc(N2CCCCC2)c([N+](=O)[O-])c1 | i | -12
NS(=O)(=O)c1ccc(CCNC(=O)CSc2nc3ccccc3c(=O)n2CCC(=O)N2CCCCC2)cc1 | i | -12
O=C(Nc1ccc(Cl)cc1)N1CCN(Cc2ccc3c(c2)OCO3)CC1 | i | -8
COc1ccc(N2CCN(c3cc(=O)n(Cc4ccc(F)cc4)c(=O)[nH]3)CC2)cc1 | i | -15
Cc1cc(OCC(=O)OCC(=O)NC2CCCCC2C)ccc1Cl (configuration not stated) | . | 1
COc1ccc(S(=O)(=O)n2c([N+](=O)[O-])cnc2C)c(C)c1C | i | -27
CCOC(=O)N1CCN(c2ccc(C(=O)c3cccc(F)c3)cc2)CC1 | i | 4

Following part:
mol | CHT allo act | OX1R antag
COc1ccc(C)cc1S(=O)(=O)Nc1cccc(C)c1 | i | -2
CCn1c(SC(C)C(=O)O)nnc1-c1cccnc1 (configuration not stated) | i | -5
CCOCCCNC(=O)C(NC(=O)CC1NC(=O)NC1=O)c1ccc(Cl)cc1 (configuration not stated) | i | -14
CC12CC3CC(C)(C1)CC(C(=O)NC(=S)N1CCOCC1)(C3)C2 | i | -5
CC(Nc1ccc2c(c1)OCCO2)C(=O)N1CCc2ccccc21 (configuration not stated) | i | -2
Cc1ccc(C)c(S(=O)(=O)NNC(=O)Nc2ccccc2Cl)c1 | i | -33
COc1ccc(NC(=O)COc2coc(CN3c4ccccc4CC3C)cc2=O)cc1 (configuration not stated) | i | -30
O=C(NCCCN1CCOCC1)c1cccc(S(=O)(=O)NCc2ccccc2)c1 | i | -17
CC(=O)NC(CC(=O)Nc1ccc(S(=O)(=O)NC2=NCCCCC2)cc1)c1ccccc1 (configuration not stated) | . | -10
CCCOC(=O)c1ccc(OCC(O)CN2CCN(C(=O)c3ccccc3)CC2)cc1 (configuration not stated) | i | -13
Cc1c(Cl)cccc1NC(=O)C1CCCN(S(C)(=O)=O)C1 (configuration not stated) | i | .
COc1ccccc1/C=C/C1(C(=O)NC2CCCC2)CC(=O)N1c1ccc(C)cc1 (configuration not stated) | i | -33

Going on with the list:
mol | CHT allo act | OX1R antag
COCCCNc1nc(N)c([N+](=O)[O-])c(Nc2cc(OC)ccc2OC)n1 | i | -21
Nc1cc(C(F)(F)F)ccc1C(=O)O | i | -3
CCCc1c(C)nc(N2CCN(c3ccccc3F)CC2)[nH]c1=O | i | 2
CCOC(=O)/C(C#N)=C/c1cc(C)n(-c2ccc(Br)cc2)c1C | i | -14
COc1ccc(C2C3=C(CC(C)(C)CC3=O)Nc3cc4c(cc32)OCO4)cc1 (configuration not stated) | i | -21
CCc1nc(SCc2ccccc2)n[nH]1 | i | -6
CNC(=O)COC(=O)c1cc(NC(=O)c2ccco2)c(OC)c(OC)c1 | i | -2
O=C(/C=C/c1cccs1)Nc1ccc([N+](=O)[O-])cc1 | i | -30
COc1cc([C@@H]2CC=C(C(=O)O)[C@H](c3ccc(F)cc3)N2S(=O)(=O)c2ccc(C)cc2)cc(OC)c1OC | i | -9
Cc1oc(-c2ccccc2Cl)nc1CN(C)C(C)c1ccon1 (configuration not stated) | i | -36
Cc1csc(NC(=O)c2nn(C)c(C)c2[N+](=O)[O-])n1 | i | 3
Cc1cccc(NC2=NC3(CCCCC3)N=C(N)N2)c1 | i | -7

Other records.
mol | CHT allo act | OX1R antag
COc1ccc(-c2sc3ccccc3c2/C=C/c2ccncc2)cc1 | . | -4
CCCCCCCNC1=CC(=O)CC(c2ccccc2)C1 (configuration not stated) | i | -37
COc1ccccc1-c1c(C)nn2c(N3CCC(C(N)=O)CC3)cc(C)nc12 | i | -9
Cc1ccc(S(=O)(=O)NC(=O)Nc2nnc(C)s2)cc1 | i | -4
O=C(Nc1ccc2[nH]c(=O)[nH]c2c1)c1c(F)c(F)c(F)c(F)c1F | i | -5
Cc1ccc(C2=NN(C(=O)c3ccccc3F)C(c3ccccc3F)C2)cc1 (configuration not stated) | i | -37
CC1CC(C)CN(C(=O)CSc2nnc(CSc3ncccn3)n2C)C1 (configuration not stated) | i | -33
CCOC(=O)c1cc(NC(=O)N(CC)C2CCCCC2)c(C)nc1C | i | -11
Cc1cc(Cl)ccc1NNC(N)=S | i | -8
COc1ccc(CCNC(=O)CSc2nnc(-c3ccccc3)c3ccccc23)cc1OC | i | -14
COC(=O)c1cc(O)c(O)c(O)c1 | i | 2
CCOC(=O)/C(C#N)=C\C1=C(N2CCCC2)CC(C)(CC)OC1 (configuration not stated) | i | -33

(more compounds)
mol | CHT allo act | OX1R antag
CN1CCN(S(=O)(=O)c2ccc(NC(=O)c3ccc([N+](=O)[O-])cc3)cc2)CC1 | i | -18
CCOC(=O)c1ccccc1NC(=O)COC(=O)CSc1ccccc1 | i | -7
O=C(c1ccco1)N1CCN(C(=S)Nc2cc(F)cc(F)c2)CC1 | i | -12
CCOC(=O)c1[nH]c2ccc(Cl)cc2c1NC(=O)/C=C/c1ccc2c(c1)OCO2 | i | -1
CCCC(c1nnnn1CS(=O)(=O)c1ccc(C)cc1)N1CCN(c2ccccc2)CC1 (configuration not stated) | 7* | -41
Cc1cc(=O)oc(C)c1C(=O)OCC(=O)c1ccc(Cl)c(Cl)c1 | i | -15
COC(=O)C(C)Sc1nnc(Cc2cc(=O)[nH]c(=O)[nH]2)n1-c1ccc(Cl)cc1 (configuration not stated) | i | -12
Cc1ccccc1-c1cc(C(=O)N2CCCC2)c2ccccc2n1 | i | -30
Cc1c(C(=O)Oc2ccc(F)cc2)sc2ncn(Cc3cccc(F)c3)c(=O)c12 | i | -12
C=CCN1C(=O)c2ccc(C(=O)NCC(=O)Nc3c(C)cc(C)cc3C)cc2C1=O | . | -24

Fetched by structure from above, 3 records:
mol | CHT allo act | OX1R antag
Cc1c(C(=O)Oc2ccc(F)cc2)sc2ncn(Cc3cccc(F)c3)c(=O)c12 | i | -12
CCCC(c1nnnn1CS(=O)(=O)c1ccc(C)cc1)N1CCN(c2ccccc2)CC1 (configuration not stated) | 7* | -41
CCOC(=O)c1ccccc1NC(=O)COC(=O)CSc1ccccc1 | i | -7

From PubChem
